12-LOX inh: inhibitors of human 12S-lipoxygenase ALOX12 | P18054 | purified 12hLO, xylenol orange hydroperoxide absorbance | Potency, µM (titrated, usually from 108 µM), for the others: top-dose activity change, negative = inhibition, actives largely listed as inhibitors | 580,000 tested, 1.1% active | AID 1671190; further: on the % scale 0 is the no-effect control and ±100 the full control effect
Target sequence (P18054 whole entry, looked up): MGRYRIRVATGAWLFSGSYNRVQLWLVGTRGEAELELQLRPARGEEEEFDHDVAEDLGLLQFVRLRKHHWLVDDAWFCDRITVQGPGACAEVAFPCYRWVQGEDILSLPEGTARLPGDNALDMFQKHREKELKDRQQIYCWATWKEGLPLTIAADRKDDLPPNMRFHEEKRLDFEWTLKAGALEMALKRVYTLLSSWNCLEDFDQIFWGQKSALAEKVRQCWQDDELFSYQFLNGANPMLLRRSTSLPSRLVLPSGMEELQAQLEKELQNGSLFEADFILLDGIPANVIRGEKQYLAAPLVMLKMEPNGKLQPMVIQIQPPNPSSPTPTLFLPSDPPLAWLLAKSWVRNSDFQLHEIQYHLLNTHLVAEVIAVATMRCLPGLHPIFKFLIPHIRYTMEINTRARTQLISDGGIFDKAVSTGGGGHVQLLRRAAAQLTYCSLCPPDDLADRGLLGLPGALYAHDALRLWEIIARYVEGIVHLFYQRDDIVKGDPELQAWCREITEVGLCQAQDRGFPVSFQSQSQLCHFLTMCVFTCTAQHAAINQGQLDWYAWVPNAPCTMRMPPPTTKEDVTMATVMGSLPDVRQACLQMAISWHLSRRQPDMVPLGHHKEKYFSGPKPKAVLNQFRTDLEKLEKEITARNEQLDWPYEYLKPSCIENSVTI
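Purified human 12hLO (150 nM final) in 25 mM Hepes, 0.01% Triton X-100, pH 7.0 was preincubated 15 min at room temperature with compound. Then 40 uM arachidonic acid was added, 30 min. Hydroperoxide was read by Fe-XO absorbance ratio 573/405 nm.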
Vif-A3G inh: Vif-A3G binding inhibition; 410,000 tested, 0.076% active; HeLa A3G-eYFP + Vif (tagged APOBEC3G with the HIV-1 protein that degrades it), YFP fluorescence, overnight; Potency, µM (highest dose often 46.1 µM), for inactives: at the top dose activity, negative = active, most hits filed as inhibitors; AID 602310; Q9HC16;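 further: on the % scale 0 is the no-effect control and ±100 the full control effect; nearly all actives have a fitted effect of over 60% in size; hits raise eYFP signal because A3G escapes Vif-driven loss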
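Read-out is eYFP fluorescence (Ex 488/Em 500-530) from Vif-expressing HeLa A3G-eYFP cells; more signal means A3G escaped Vif-mediated degradation. Cells plated overnight, compound pinned in, incubated overnight at 37 deg C.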
RGS4 inhibitor: blocks human RGS4-accelerated GTP hydrolysis; P49798; Transcreener GDP fluorescence polarization, RGS4-accelerated GTP hydrolysis; Potency, µM (top dose mostly 114 µM), inactives show at the top dose activity change, negative = inhibition, most hits filed as inhibitors; 390,000 tested, 0.039% active; AID 504845; further: on the % scale 0 is the no-effect control and ±100 the full control effect; nearly all actives have a fitted effect of over 75% in size; some results filed as inactive show a strong effect at the top dose
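MLSMR compounds (23 nl, pin-transferred) preincubated 10 min at room temperature with a 500nM (2x) first reagent, then RGS4 at 900nM (2x) plus Transcreener GDP mix added; fluorescence polarization (620/688 nm) read before and after 90 min at 30 °C.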
TrxR1 substrate: is turned over as a substrate by rat TrxR1 | O89049 | purified TrxR1 substrate turnover, NADPH consumption readout | Potency, µM (doses to about 114 µM), inactives show top-dose activity change, negative = substrate turnover | 390,000 tested, 0.01% active | AID 588456; further: on the % scale 0 is the no-effect control and ±100 the full control effect; nearly all actives have a fitted effect of over 50% in size
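Rat TrxR1, dispensed at 90 nM, was prereduced with 400 uM NADPH (final) for 5 min at ~22 deg C, then incubated with compound 15 min before 400 uM selenite. A first-read NADPH fluorescence drop versus no-compound background flagged substrates.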
mIDH1 inhibitor: blocks human mutant IDH1 R132H enzyme; O75874; IDH1-R132H enzyme, NADPH consumption, diaphorase/resazurin fluorescence; Potency, µM (titrated, usually from 76.6 µM), without a hit: at the top dose activity change, negative = inhibition, hits mostly inhibitors; 390,000 tested, 0.093% active; AID 602179; further: on the % scale 0 is the no-effect control and ±100 the full control effect; nearly all actives have a fitted effect of over 65% in size
Target sequence (O75874 whole entry R132H, stated change not applied): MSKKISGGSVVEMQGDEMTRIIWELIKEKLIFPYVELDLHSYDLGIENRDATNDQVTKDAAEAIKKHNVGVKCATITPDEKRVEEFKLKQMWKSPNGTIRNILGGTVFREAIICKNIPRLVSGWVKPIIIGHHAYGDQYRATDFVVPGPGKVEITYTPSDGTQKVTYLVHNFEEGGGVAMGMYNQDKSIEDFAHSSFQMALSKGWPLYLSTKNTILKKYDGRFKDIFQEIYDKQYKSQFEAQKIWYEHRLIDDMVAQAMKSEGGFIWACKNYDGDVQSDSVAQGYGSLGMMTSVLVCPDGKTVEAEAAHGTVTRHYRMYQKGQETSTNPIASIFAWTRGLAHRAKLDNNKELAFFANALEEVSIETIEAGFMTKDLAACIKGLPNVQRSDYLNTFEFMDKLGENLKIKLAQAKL
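IDH1-R132H (0.5 ug/mL dispensed) in pH 7.5 Tris buffer was preincubated 30 min with compound, then given a substrate mix of 0.016 mM NADPH and 2 mM alpha-KG for 80 min at room temperature; remaining NADPH was read by diaphorase/resazurin fluorescence.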
RXFP1 agonist: agonists of human relaxin receptor RXFP1. HEK293T-RXFP1 cAMP TR-FRET, 30 min; response scale: percent of porcine relaxin response, buffer zero. Potency, µM (series often up to 57.5 µM), for inactives: at the top dose activation, actives largely listed as activators. 370,000 tested, 0.3% active; further: on the % scale 0 is the no-effect control and ±100 the full control effect; nearly all actives have a fitted effect of over 60% in size; many of its hits are not listed in these tables
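HEK293T cells stably expressing RXFP1 were pretreated with the PDE4 inhibitor Ro 20174, exposed to compounds for 30 min at 37C, lysed, and cAMP was read by TR-FRET. Data normalized to buffer (basal) and 29 nM porcine relaxin (100%).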
Vif-APOBEC3F blk: blocks the Vif interaction with APOBEC3F; HeLa A3F-eYFP + Vif (tagged APOBEC3F with the HIV-1 protein that degrades it), YFP fluorescence increase; Potency, µM (doses to about 46.1 µM), inactives show top-dose activity, negative = active; 390,000 tested, 0.2% active; AID 602313; further: % of control where 0% means no effect; nearly all actives have a fitted effect of over 65% in size
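Fluorescence increase (Ex 488/Em 500-530) after overnight compound treatment at 37 deg C flags inhibition of Vif-driven A3F-eYFP loss in stable HeLa A3F-eYFP/Vif cells seeded overnight beforehand.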
rTrxR1 inhibitor: inhibitors of rat thioredoxin reductase 1 | Potency, µM (series often up to 114 µM), for inactives: at the top dose activity change, negative = inhibition, hits mostly inhibitors | O89049 | 390,000 tested, 1% active | recombinant rTrxR1, NADPH fluorescence consumption, selenite substrate; further: on the % scale 0 is the no-effect control and ±100 the full control effect; nearly all actives have a fitted effect of over 65% in size
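Rat TrxR1 (90 nM in the dispensed reagent) was pre-reduced with 400 uM NADPH for 5 min at room temperature, then incubated with compound for 15 min. After 400 uM selenite was added, NADPH fluorescence (Ex 340/Em 450 nm) was followed for 8 min.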
USP1 inh: USP1/UAF1 (human) deubiquitinase inhibition. O94782. recombinant USP1/UAF1, Ub-Rhodamine cleavage fluorescence. Potency, µM (doses to about 57.1 µM), for the others: at the top dose activity change, negative = inhibition, hits mostly inhibitors. 390,000 tested, 0.23% active. AID 743255; further: on the % scale 0 is the no-effect control and ±100 the full control effect; nearly all actives have a fitted effect of over 60% in size; inactives centre near -12
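USP1/UAF1 complex at 1 nM was preincubated with compound for 15 min at room temperature, then Ub-Rho substrate (150nM final) was added. Fluorescence (480/540 nm) was read kinetically, 6 reads every 60 seconds.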
* hit, by the source's call; ? = inconclusive; nt = no result given; [ ] = dose if it differs, or a comment. The call rests on the fitted dose curve; in most records, active means well fitted curve in the direction sought with a large enough effect; inconclusive means small, poorly fitted or top-dose-only effect, or another doubt; inactive means no such curve, though single readings can be large; an effect the other way counts as inactive or inconclusive. Potency means the concentration at half of the fitted maximal effect. The list is partial. The share of hits here may be higher or lower than overall.

SMILES | mIDH1 inhibitor | RGS4 inhibitor | TrxR1 substrate | 12-LOX inh | RXFP1 agonist | rTrxR1 inhibitor | Vif-APOBEC3F blk | Vif-A3G inh | USP1 inh
CCN1CC(CN(C)Cc2nc(-c3ccc(C(F)(F)F)cc3)oc2C)CC1=O (stereo not given) | -5% | 8% | 2%[57.1 µM] | -7% | -1.2% | -4%[57.1 µM] | -20% | -3% | -12%
COc1ccc(/C=N\NC(=O)c2ccc(=O)[nH]n2)cc1O | 3% | 16% | 0%[57.1 µM] | ? | -1.3% | -6%[57.1 µM] | 11% | -1% | -6%
CC(=O)c1ccc(OCCCC(=O)NNC(=O)c2ccccn2)cc1 | 1% | -9% | 2% | 380%[activator] | 0.2% | 30% | 7% | 0% | -19%
COc1cccc(Cn2c(SCc3ccc(C(=O)N4CCCCC4)cc3)nc3ccncc32)c1 | 15% | -15% | -12% | -9% | 14% | -23% | 0% | 6% | -18%
Cc1ccc(C(=O)Nc2nc3c(s2)CCCC3)o1 | 9% | -16% | 1% | -8% | -1.1% | 9% | 5% | 0% | -23%
CC1C/C(=N\NC(=O)c2ccc([N+](=O)[O-])cc2)CC(C)(C)C1 (stereo not given) | -4% | -28% | 4% | 4% | 5.4% | 20% | 0% | -10% | 0%
COC(=O)[C@@H](Cc1c[nH]c2ccccc12)NC(=O)CCC(=O)c1ccc(F)cc1 | -17% | 16% | -4% | -29% | -1.1% | 2% | -9% | 2% | -4%
O=C(C=NNc1ccccc1)c1ccccc1 | -6% | -2% | -14% | ? | nt | -11% | -8% | -12% | -6%
N#Cc1c(Cl)nsc1NCCN1CCOCC1 | -3% | 14% | -8% | 1% | 2.1% | -6% | 0% | -1% | -23%
O=C(NC1CCCc2ccccc21)N[C@@H](Cc1ccccc1)C(=O)O (stereo not given in full) | -2% | 13% | 4%[57.1 µM] | -1% | -0.6% | 6%[57.1 µM] | -7% | -5% | -19%
CCOC(=O)c1cnc2ccc(OCC)cc2c1N1CCN(c2ccccc2)CC1 | 1% | 12%[56.9 µM] | -7% | 0% | 8.3% | 7% | -2% | 5% | -9%
Cc1nn(-c2ccccc2)c(C)c1C(=O)OC(C)C(=O)NC1CCCCC1C (stereo not given) | 5% | 16% | 4% | 20% | 1.1% | 16% | -7% | 4% | -22%
Cc1cc(C(=O)N2CCCC(N3CCN(c4ccc(F)cc4)CC3)C2)no1 (stereo not given) | 0% | -25% | -11% | 9% | -6.8% | -9% | -25% | 0% | 0%
O=C(NC12CC3CC(CC(C3)C1)C2)c1ccco1 | 2% | 6% | 6%[57.1 µM] | 22% | 0.6% | 6%[57.1 µM] | 6% | -6% | -15%
COc1ccc(Br)c(C(=O)Nc2cc3c(cc2N2CCCCC2)n(C)c(=O)c(=O)n3C)c1 | ? | 4% | -3% | 3% | 2.4% | 2% | 1% | -1% | ?

Results in RXFP1 agonist and Vif-APOBEC3F blk (7 entries from above):
molecule	RXFP1 agonist	Vif-APOBEC3F blk
COc1ccc(/C=N\NC(=O)c2ccc(=O)[nH]n2)cc1O	-1.3%	11%
N#Cc1c(Cl)nsc1NCCN1CCOCC1	2.1%	0%
Cc1cc(C(=O)N2CCCC(N3CCN(c4ccc(F)cc4)CC3)C2)no1 (stereo not given)	-6.8%	-25%
O=C(NC1CCCc2ccccc21)N[C@@H](Cc1ccccc1)C(=O)O (stereo not given in full)	-0.6%	-7%
CCN1CC(CN(C)Cc2nc(-c3ccc(C(F)(F)F)cc3)oc2C)CC1=O (stereo not given)	-1.2%	-20%
Cc1ccc(C(=O)Nc2nc3c(s2)CCCC3)o1	-1.1%	5%
CCOC(=O)c1cnc2ccc(OCC)cc2c1N1CCN(c2ccccc2)CC1	8.3%	-2%

Looked up one by one from above, two records:
SMILES | mIDH1 inhibitor | RGS4 inhibitor | TrxR1 substrate | 12-LOX inh | RXFP1 agonist | rTrxR1 inhibitor | Vif-APOBEC3F blk | Vif-A3G inh | USP1 inh
COc1ccc(Br)c(C(=O)Nc2cc3c(cc2N2CCCCC2)n(C)c(=O)c(=O)n3C)c1 | ? | 4% | -3% | 3% | 2.4% | 2% | 1% | -1% | ?
Cc1nn(-c2ccccc2)c(C)c1C(=O)OC(C)C(=O)NC1CCCCC1C (stereo not given) | 5% | 16% | 4% | 20% | 1.1% | 16% | -7% | 4% | -22%

Next section.
SMILES | mIDH1 inhibitor | RGS4 inhibitor | TrxR1 substrate | 12-LOX inh | RXFP1 agonist | rTrxR1 inhibitor | Vif-APOBEC3F blk | Vif-A3G inh | USP1 inh
O=C(Nc1ccccc1)C1=C[C@@H](c2ccc(Br)cc2)C[C@@H](OCc2ccc(CO)cc2)O1 | -6% | 4% | -5% | ? | 3.0% | -4% | 2% | 0% | -10%
COc1ccc(C(C(=O)NC2CCCCC2)N(CC2CCCO2)C(=O)C2COc3ccccc3O2)cc1OC (stereo not given) | 2% | -18% | 0% | -17% | 0.0% | 15% | nt | 0% | -19%
O=C(NC(Cc1ccccc1)C(=O)O)OCC1c2ccccc2-c2ccccc21 (stereo not given) | 7% | 3% | -2% | nt | 1.4% | 15% | 18% | -12% | -14%
O=C(N/N=C/c1ccc(-c2ccc(S(=O)(=O)Nc3ncccn3)cc2)o1)c1cc2ccccc2cc1O | -6% | ? | 8% | 13µM* | -0.4% | ? | 6% | 0% | ?
O=C(COc1ccc2c(-c3ccccc3)cc(=O)oc2c1)N[C@@H](Cc1c[nH]c2ccc(O)cc12)C(=O)O | -13% | 13% | -2% | 56%[activator] | 0.0% | 4% | 6% | 0% | 1%
COc1ccc(O)c(-c2[nH]ncc2C(=O)c2cccc(C)c2)c1 | 25% | -10% | 10% | ? | -0.2% | 34%[activator] | 3% | -1% | -26%
CC(=O)O[C@@H]1[C@@H](O)[C@@H](O)[C@H](Oc2c(-c3ccc(O)cc3)oc3c(CC=C(C)C)c(O)cc(O)c3c2=O)O[C@H]1C | ? | -24% | 0% | nt | nt | 1% | 2% | -4% | -12%
CCCc1nn2c(=O)cc(COC(=O)c3ccccc3NC(=O)c3cccs3)nc2s1 | 5% | 17% | -9%[57.1 µM] | 1% | 16% | -18%[57.1 µM] | 3% | -4% | -27%
O=[N+]([O-])c1cccc(-c2ccc3nnc(SCc4ccccn4)n3n2)c1 | -3% | 4%[11.4 µM] | 5% | 8% | 4.5% | 26% | 3% | -3% | -21%
Cc1cc(NC(=O)c2ccc(Cl)c(S(=O)(=O)N3CCCCC3)c2)no1 | 2% | -5% | -8% | -3% | 2.0% | -3% | -4% | 3% | -11%
OCC(O)/C=N/Nc1nc(Nc2ccccc2)nc(Nc2ccccc2)n1 (stereo not given) | 1% | -6% | -6% | 38%[activator] | -0.6% | -2% | 5% | -3% | -22%
COc1ccc(C2NC(=O)NC(C)=C2C(C)=O)cc1 (stereo not given) | 3% | 5% | -2% | ? | 1.6% | -6% | -5% | 2% | -20%
O=C(C1CCCN(S(=O)(=O)c2ccc(Cl)cc2)C1)N1CCCC1 (stereo not given) | -7% | -19% | 1% | -8% | 0.4% | 10% | 2% | -2% | 2%
Cc1cccc(NCc2ccccc2O)n1 | 4% | 34% | 10% | 10% | -0.3% | 31% | nt | 0% | -3%
CN(C)CCn1c(=S)[nH]c2ccc(Cl)cc2c1=O | 11% | 0% | -6% | ? | 6.5% | -15% | 7% | 1% | -24%

SMILES | mIDH1 inhibitor | RGS4 inhibitor | TrxR1 substrate | 12-LOX inh | RXFP1 agonist | rTrxR1 inhibitor | Vif-APOBEC3F blk | Vif-A3G inh | USP1 inh
CCOC(=O)c1c(C)c(-c2ccccc2)n(CC(=O)NCCC(C)C)c1C | -15% | 2% | 7%[57.1 µM] | 7% | 5.4% | 14%[57.1 µM] | 1% | -2% | -1%
O=C1[C@H](Cc2ccccc2)NCC=CC[C@H](c2ccco2)N1Cc1ccccc1 | 3% | 28% | -3% | ? | nt | 15% | -9% | 0% | 5%
CC12CCC(C(=O)NNC(=O)c3ccc(Br)cc3)(OC1=O)C2(C)C (stereo not given) | -1% | -15% | -1% | -9% | 0.0% | 18% | -7% | 3% | -9%
CC(=O)NC(Cc1c[nH]c2ccccc12)C(=O)N/N=C/c1ccccc1 (stereo not given) | 0% | 29% | -11% | -13% | 3.6% | -10% | -3% | -4% | 3%
O=C(NCCCN1CCCCC1)c1ccc2c(c1)ncn2C1CCCC1 | 10% | 6% | 2% | -1% | 1.2% | 19% | 0% | 2% | -20%
CN(C)/C=C(/C(=O)c1ccc(Cl)cc1)n1cncn1 | 0% | 5% | 2%[57.1 µM] | -1% | 1.4% | 11%[57.1 µM] | 16% | 0% | -16%
COc1cc(/C=N/OCC(=O)Nc2cc(C)on2)ccc1OCc1ccccc1 | 0% | 5% | 10% | 1% | 2.3% | 28% | -9% | -19% | -23%
CC(Sc1nc2ncc(Cl)cc2[nH]1)C(=O)NC1(C#N)CCCCC1 (stereo not given) | 11% | -15% | -9% | -4% | 1.8% | -5% | -4% | -4% | -17%
CC(=O)NCc1nc2ccccc2n1C(C)C | 9% | -9% | 12%[57.1 µM] | 25% | 0.7% | 9%[57.1 µM] | -3% | 2% | -20%

Assay outcomes (PubChem BioAssay)
